# Bioassay records as filed in PubChem.
# b-catenin transl: modulators of beta-catenin nuclear translocation, primary screen, imaging, HeLa cells, immunofluorescence, high-content | nuclear translocation activity, % at 5 µM | hit rate 0.3% among 190,000;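 active = nuclear translocation activity above 50% at 5 µM, with a well cell count of 50 or more; inconclusive = wells under 50 cells across six images, flagged as toxic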;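 also: per-cell ratio of nuclear to cytoplasmic median beta-catenin stain intensity; plate controls were DMSO negative control for no effect and GSK-3 inhibitor IX positive control for full effect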
#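 Assay system: human HeLa cells, native beta-catenin; doses: 5 µM primary, 0.02–20 µM confirmation; incubation: compound treatment 24 h, 37°C, 5% CO2; technique: fluorescence imaging of beta-catenin antibody stain plus DAPI; measure: % activation, nuclear-to-cytoplasmic median beta-catenin signal ratio per cell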
# SV40 large T antigen: SV40 large T antigen inhibitors, biochemical (AID 1903); SV40 large T antigen ATPase/helicase inhibition assay; higher % means a stronger effect; inhibition, % at 20 µM, or IC50 in µM where a hit was titrated; hit rate 0.39% among 310,000; in the data active = a potency from the dose series; inconclusive = inhibition mostly from about 32% at the one dose, without a potency; inactive = the rest, 99 in 100 with inhibition below about 32%; also: strong numbers were not always called active
# T cell HTS: modulators of CD8 T cell-vesicle binding, primary screen, mouse 2C CD8+ T cells, flow cytometry; hit rate 0.068% among 330,000; 2C CD8+ T cell-vesicle binding; active compounds read low; calls only at 7 µM; AID 2052, 2009;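 active = response, share of CD8 T cells binding vesicles, and their 90th percentile fluorescence all below set limits, cut at about 80% in these data, passing the limit was not always enough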
#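 Read-out – percent CD8+ FL2 mean versus row control · System – murine 2C transgenic CD8+ T lymphocytes · Times – 1.5 h cell–vesicle binding at 37 °C, then 20 min icy labelling · Control set – naked vesicles low, QL9 vesicles with vehicle high · Detection – cytometric PE anti-B7-1 and Alexa647 anti-CD8 signals after 1% paraformaldehyde fixation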
# PhoP inhibition: inhibitors of PhoP regulon expression, primary screen, Salmonella Typhimurium, GFP reporter (AID 1863); hit rate 0.16% among 300,000; S. Typhimurium PhoP-regulated promoter GFP reporter, 4 h; higher % means a stronger effect; inhibition, % at 50 µM, or IC50 in µM where a hit was titrated;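 active = inhibition over 29.93%, a cutoff 3 SD above the screen mean, later confirmed by dose response; inconclusive = inhibition over 29.93% but no dose response follow-up; inactive = inhibition at most 29.93% or unconfirmed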;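 also: 0% = low Mg2+ inducing control and 100% = high Mg2+ repressing control; strong numbers were not always called active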
# Rac1 GTP hydrolysis: MgcRacGAP GTPase-activating activity inhibitors, confirmation, biochemical, ADP Hunter fluorescence. Rac GTPase-activating protein 1 (Homo sapiens). MgcRacGAP-stimulated Rac1 GTP hydrolysis, ADP Hunter fluorescence; higher % means a stronger effect; GST-tagged Rac1 F28L mutant substrate. one-dose inhibition, % at 30 µM; IC50 in µM for titrated hits. hit rate 0.6% among 340,000. AID 624330, 2012;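 active = first-screen hits whose inhibition reached a set limit at any dose in the follow-up dose series; inconclusive = inhibition above the set first-screen limit but never retested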;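 also: fluorescence reports GDP produced by GAP-driven GTP hydrolysis; strong numbers were not always called active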
# RSV antiviral HEp-2: RSV antiviral activity via CPE protection, HEp-2 cells, primary 10 µM value included (AID 2391); one-dose CPE inhibition, % at 10 µM; IC50 in µM for titrated hits; hit rate 0.13% among 310,000; HEp-2 cells, RSV-induced CPE inhibition; higher % means a stronger effect; in the data active = a potency from the dose series; inconclusive = CPE inhibition mostly from about 23% at the one dose, without a potency; inactive = the rest, 99 in 100 with CPE inhibition below about 21%; also: strong numbers were not always called active
# WT yeast gro inh: growth inhibition of WT strain, primary screen, mitochondrial fusion inhibitor project, WT and mutant strains, chemical genetic; inhibition, % at 10 µM; hit rate 2.1% among 190,000; mitochondrial fusion phenotypic screen; in the data active = inhibition above about 58%; tested in S. cerevisiae
# West Nile virus CPE: West Nile virus antiviral activity, cell-based, CPE readout (AID 1621) | hit rate 0.02% among 290,000 | CPE inhibition, % at 10 µM; hits with a dose series show IC50 in µM | West Nile virus-infected cells, CPE inhibition; higher % means a stronger effect; in the data active = a potency from the dose series; inconclusive = CPE inhibition mostly from about 3.7% at the one dose, without a potency; inactive = the rest, 99 in 100 with CPE inhibition below about 2.2%; also: strong numbers were not always called active
# Myeloid diff 2: induction of myeloid progenitor differentiation, primary screen, cell-based, flow cytometry, MLPCN library | ER-HoxA9 myeloid progenitors, lysozyme-GFP differentiation | calls only at 10 µM | hit rate 1% among 360,000;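 active = normalized GFP-positive differentiation at or above the plate's own cutoff, the solvent-only control mean plus 3 SD; inconclusive = no clear call, values can overlap the other calls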;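 also: cells exposed to compound for four days before flow analysis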
# WT yeast gro inh mutant strain: also measured in WT yeast gro inh; calls as there; inhibition, %; mitochondrial fusion phenotypic screen, mutant strain inhibition
# b-catenin transl cell count 5 µM: second read-out of b-catenin transl, no call of its own (marks repeat the call); cell count; measured here: cell count, cytotoxicity flag
# T cell HTS vesicle-bound %: further read-out of T cell HTS, marked with its call; double positive events, %; measured here: CD8+ vesicle-bound cell fraction;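 binding gate set so that unloaded-vesicle control wells show 10% double positive cells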
# Myeloid diff 2 GFP+ MAC1+ %: further read-out of Myeloid diff 2, marked with its call; GFP+ MAC1+ double positive, %; measured here: differentiation confirmed by MAC1 staining
# * hit, by the source's call; i = inactive; u = inconclusive; x = no result given.
SMILES,b-catenin transl,b-catenin transl cell count 5 µM,SV40 large T antigen,T cell HTS,T cell HTS vesicle-bound %,PhoP inhibition,Rac1 GTP hydrolysis,RSV antiviral HEp-2,WT yeast gro inh,WT yeast gro inh mutant strain,West Nile virus CPE,Myeloid diff 2,Myeloid diff 2 GFP+ MAC1+ %
CCN1CCN(S(=O)(=O)c2ccc(Cl)c(C(=O)N(C)Cc3ccc(F)cc3)c2)CC1,x,x,10%,i,28,-2%,12%,-0.6%,x,x,x,i,0.4
S=c1[nH]nc(C2CCCCC2)n1/N=C/c1ccccc1,x,x,24%,i,28,0%,x,1.2%,x,x,-0.4%,i,0.7
CCOCCCNC(=O)c1ccc(Br)cc1,-1.2,1337,5%,i,23,7%,13%,0.6%,6,-14,0.2%,i,0.2
O=C(O)C1C2CCC(O2)C1C(=O)NCc1ccc(Cl)cc1 (centres undefined),4.1,433,4%,i,28,-1%,9%,2.5%,1,-6,0.5%,i,0.5
Cc1ccc(NC(=O)CN(C)CC(=O)Nc2ccccc2Oc2ccccc2)cc1,0.3,1086,1%,i,45,2%,18%,-0.3%,16,1,-1.4%,i,0.1
COc1ccc(Cl)cc1NC(=O)C/C(C)=N/NC(=O)c1ccccc1Cl,x,x,6%,i,21,-1%,-1%,1.9%,x,x,-0.4%,i,0.2
COc1ccc(NC(=O)c2nnn(Cc3ccc(SC)cc3)c2N)c(OC)c1,x,x,0%,i,63,-9%,5%,-0.1%,11,-7,-0.6%,i,1.8
O=C(COC(=O)/C=C/C(=O)N1CCN(c2ccccc2)CC1)NC(c1ccccc1)c1ccccc1,0.1,1058,3%,i,43,-4%,3%,3.1%,-2,-25,-0.8%,i,1.0
O=C(CN1C(=O)c2cccc([N+](=O)[O-])c2C1=O)NCc1ccccc1,x,x,3%,i,14,8%,12%,0.2%,x,x,0.4%,i,0.3
C/C(=N/NC(=O)c1cc(-c2ccc(Cl)s2)[nH]n1)c1ccco1,-0.7,1328,11%,i,13,2%,x,4.0%,x,x,0.3%,i,0.0
Cc1cc(C)nc(Nc2n[nH]c(-c3ccccc3Cl)n2)n1,-4.0,1046,2%,i,2,1%,3%,-1.0%,11,6,0.8%,i,0.2
Nc1nnnn1CC(=O)N/N=C/c1cc([N+](=O)[O-])ccc1O,-0.2,982,-1%,i,35,6%,7%,-1.5%,-6,-12,-0.2%,i,0.5
Cc1ccc(C2C(=O)N(C3CCCC3)CC(=O)N2C2CCCCC2)cc1 (centres undefined),x,x,-1%,i,48,10%,12%,-1.4%,6,0,-0.7%,i,4.2
COc1ccc(-c2cn3cc(C(=O)NN)ccc3n2)cc1,-1.2,1024,14%,i,46,0%,17%,2.6%,35,41,-0.4%,i,1.4
O=C(NCC1CCCO1)c1cccc(S(=O)(=O)N2CCOCC2)c1 (centres undefined),x,x,1%,i,73,9%,9%,1.1%,x,x,0.5%,i,1.2
COc1ccc(/C=N/n2c(C)cc(C)c(C(N)=O)c2=O)cc1,x,x,8%,i,43,-5%,10%,2.5%,19,9,0.7%,i,4.5
Cc1ccc2[nH]c(=O)c(CN(Cc3cccnc3)C(=S)NCCCN(C)C)cc2c1,1.7,1065,0%,i,29,-4%,7%,-0.3%,-9,5,1.4%,i,0.9
O=C(CSc1nc2ccccc2[nH]1)N1CCN(c2ccccc2)CC1,-7.9,1003,6%,i,22,-11%,4%,4.8%,-12,-1,-0.6%,i,1.1
O=C(Nc1nncs1)c1c(F)c(F)c(F)c(F)c1F,x,x,18%,i,55,22%,7%,1.9%,8,-35,-0.2%,i,0.8
CCN(CC)S(=O)(=O)c1ccc(Nc2nc3ccccc3n3nnnc23)cc1,x,x,-2%,i,36,-3%,5%,0.0%,15,6,0.4%,i,0.4
COc1cc(Br)c(-c2sc(Nc3ccccc3)n[n+]2-c2ccc(F)cc2)cc1OC,x,x,27%,i,58,-9%,3%,0.9%,x,x,-1.0%,i,1.8
O=C(Nc1cccc(-c2nc3ccccc3o2)c1)c1ccc(N2C(=O)C3C4C=CC(C4)C3C2=O)cc1 (centres undefined),-2.7,1223,9%,i,23,0%,5%,x,5,-6,0.2%,u,x
O=C(CCCN1C(=O)CCC1=O)Nc1cccc(C(F)(F)F)c1,-0.2,1183,-3%,i,57,9%,9%,-0.3%,-4,-29,-0.3%,i,0.4
CCc1ccnc(NS(=O)(=O)c2ccc3c(c2)CCO3)c1,-1.9,1124,7%,i,4,-2%,x,0.4%,x,x,0.1%,i,0.4
c1ccc(Nc2nc(-c3ccccc3)nc3ccccc23)cc1,x,x,4%,i,56,-7%,9%,47%,x,x,-1.2%,i,0.1

# Other entries.
SMILES,b-catenin transl,b-catenin transl cell count 5 µM,SV40 large T antigen,T cell HTS,T cell HTS vesicle-bound %,PhoP inhibition,Rac1 GTP hydrolysis,RSV antiviral HEp-2,WT yeast gro inh,WT yeast gro inh mutant strain,West Nile virus CPE,Myeloid diff 2,Myeloid diff 2 GFP+ MAC1+ %
O=C(Nc1ccc(Br)cc1)Nc1ccccc1F,1.3,984,4%,i,55,-5%,3%,4.4%,6,-2,-0.7%,i,0.1
Cc1ccc(SCC(=O)Nc2ccc(S(=O)(=O)Nc3nccs3)cc2)cc1,-0.7,1077,18%,i,5,2%,-2%,1.0%,-6,-5,0.5%,i,0.6
CSCCC(NC(=O)CCC(=O)OCC(=O)[C@@]1(O)CCC2[C@@H]3CCC4=CC(=O)C=C[C@]4(C)C3[C@@H](O)C[C@@]21C)C(=O)O (some centres undefined),x,x,8%,i,42,1%,6%,-2.2%,x,x,0.0%,i,0.0
O=C(CCNC(=O)c1ccccc1)OCN1C(=O)c2ccccc2C1=O,-0.4,1403,0%,i,61,-2%,7%,1.5%,-20,-5,0.4%,i,1.0
CC1(C)C=C(c2ccc(O)cc2)CC(C)(C)N1,-2.2,750,7%,x,x,-4%,-6%,-0.3%,10,11,0.3%,i,0.6
Cc1ccc(S(=O)(=O)NC2OC(=O)C(Cl)=C2Cl)cc1 (centres undefined),-3.6,1212,6%,i,49,-1%,11%,3.5%,6,0,0.0%,i,0.5
c1coc(-c2ncc[nH]2)c1,-3.4,860,4%,i,44,3%,2%,1.3%,0,-1,0.1%,i,0.5
CCOC(=O)C(C)(C)Sc1nc2c(cnn2-c2ccc(C)cc2)c(=O)[nH]1,14,619,3%,i,41,6%,13%,1.8%,-8,-20,0.2%,i,0.9
O=C(/C=C/c1ccccc1[N+](=O)[O-])N1CCN(c2ccc(F)cc2)CC1,-0.8,1644,-1%,i,60,4%,1%,1.2%,4,-23,-1.3%,i,0.2
CS(=O)(=O)c1ccc(C(=O)NCc2ccccc2F)cc1,x,x,8%,i,23,-4%,1%,1.1%,-16,10,0.0%,i,1.0
Cc1cc(C(=O)Nc2nnc(C3CCCCC3)s2)no1,-1.6,1068,4%,i,21,-7%,9%,1.2%,6,-4,0.3%,i,5.3
CNC(=O)c1ccc(Nc2nnc(-c3ccc(O)cc3)c3ccccc23)cc1,x,x,23%,i,49,-2%,5%,-1.6%,x,x,0.7%,i,0.8
CC(C)c1ccc(/C=C/C(=O)NC(=S)NN2CCOCC2)cc1,x,x,9%,i,14,-3%,-18%,0.7%,x,x,-0.4%,i,1.3
O=C(CSc1ccc(-c2ccccn2)nn1)NCc1ccc(Cl)cc1,1.2,1119,4%,i,58,2%,-2%,1.9%,27,18,-1.6%,i,0.3
O=C1NN(c2ccccc2)C(=O)/C1=C/c1ccc(-c2ccc(Cl)c(C(=O)O)c2)o1,0.1,1179,17µM*,x,x,3%,u,x,-15,0,-0.4%,i,0.1
COC(=O)c1cc2ccsc2n1CC(=O)Nc1ccc(N(C)C)cc1,2.7,1460,17%,i,8,-8%,u,1.2%,-2,3,-1.0%,i,2.5
Cc1ccc(S(=O)(=O)n2nc(-n3c(C)ccc3C)c3c(F)cccc32)c2ccccc12,0.8,1333,4%,i,23,-7%,x,16%,x,x,0.0%,i,0.6
CCOC(=O)c1nn(-c2cccc(Cl)c2)c2nc(Nc3ccccc3)cc(=O)n12,x,x,5%,i,61,-24%,6%,u,-6,-27,-0.9%,i,0.5
COc1ccc(C(=O)C(CN2CCOCC2)c2ccccc2)cc1 (centres undefined),x,x,2%,i,29,18%,1%,6.1%,33,42,u,u,x
Cc1ccccc1-c1nnc(-c2ccccc2C)o1,1.4,1014,1%,i,18,-2%,9%,20%,0,-1,0.5%,i,0.0
O=C(COc1ncnc2scc(-c3ccccc3)c12)NC1CCCc2ccccc21 (centres undefined),x,x,9%,i,19,1%,-3%,4.8%,49,-35,0.0%,i,0.0
COc1ccc(NC(=O)COC(C)=O)cc1OC,2.0,999,25%,i,51,-6%,-3%,-0.3%,-6,7,0.0%,i,2.2
COc1ccc(CC(=O)Nc2cccc3ncccc23)cc1OC,-2.0,1013,9%,i,28,-3%,8%,0.7%,-2,-9,0.4%,i,0.7
Cc1ccc(OC(=O)c2ccc(Cl)c([N+](=O)[O-])c2)cn1,x,x,12%,i,47,9%,28%,1.4%,x,x,-1.0%,i,0.0
Cc1cccc(NC(=O)c2ccc(Cn3cc(C(F)(F)F)ccc3=O)cc2)c1,x,x,0%,i,42,31%,4%,13%,-10,-17,-0.9%,i,0.6
O=C(COC(=O)CC(NC(=O)c1ccccc1Cl)c1ccccc1)Nc1cccc(F)c1 (centres undefined),0.0,1023,7%,i,33,-5%,8%,0.3%,-4,-4,-0.6%,i,0.1
